ERG Ets-DNA blk = blocks human ERG Ets domain binding to DNA; hit rate 0.028% among 370,000; fluorescence polarization, His-ERG Ets domain / labelled DNA; P11308; AID 624246; Potency, µM (doses to about 76.9 µM), inactives show at the highest dose FP activity, negative = inhibition, usual class: inhibitors; active = well fitted inhibition curve with a large enough effect in the polarisation, with a control signal flat; inconclusive = small, poorly fitted or top-dose-only effect, or effect the other way, or a change in a side signal; inactive = no such curve, though single readings can be large or run the other way; the % refers to the polarisation;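 note: polarization taken with two DNA probes labelled with fluorescein and Texas red; potency is the fitted concentration of half-maximal effect; % of control where 0% means no effect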
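His-tagged ERG Ets domain (1 uM in the protein solution; 300mM KCl, 50mM Tris-HCl, 1mM EDTA, 1mM DTT, pH 7.5) received compound, then a probe mix of 5 nM fluorescein-DNA and 100nM Texas-615-DNA. Fluorescence polarization was read for both dyes.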
Vif-APOBEC3F blk = inhibitors of Vif-A3F interaction; HeLa A3F-eYFP + Vif (tagged APOBEC3F with the HIV-1 protein that degrades it), YFP fluorescence increase; Potency, µM (doses to about 46.1 µM), inactives show at the highest dose activity, negative = active; hit rate 0.2% among 390,000; AID 602313; note: potency is the fitted concentration of half-maximal effect; % of control where 0% means no effect; nearly all actives have a fitted effect of over 65% in size
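Fluorescence increase (Ex 488/Em 500-530) after overnight compound treatment at 37 deg C flags inhibition of Vif-driven A3F-eYFP loss in stable HeLa A3F-eYFP/Vif cells seeded overnight beforehand.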
D2 agonist = D2 dopamine receptor (human) agonism | activation, % at 2 µM | hit rate 0.53% among 340,000 | HEK293 T-REx D2 cells, calcium flux agonist mode;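 active = activation over 3 SD above normal in the single-dose calcium agonist read, cut at about 30% in these data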; note: 0% is about no effect
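Tetracycline-induced HEK293 T-REx cells with force-coupled D2 receptor, plated overnight at 30 C, loaded with no-wash calcium dye. After a 10 s baseline, compound was pin-added and calcium flux read kinetically for 180 s; calcium rises flagged agonists.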
Vif-APOBEC3G blk = inhibitors of Vif-APOBEC3G interaction. HeLa A3G-eYFP + Vif (tagged APOBEC3G with the HIV-1 protein that degrades it), YFP fluorescence, overnight. Potency, µM (top dose mostly 46.1 µM), inactives show at the top dose activity, negative = active, most hits filed as inhibitors. hit rate 0.076% among 410,000;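 note: potency is the fitted concentration of half-maximal effect; % is set by controls: 0 for no effect and ±100 for the full control effect; nearly all actives have a fitted effect of over 60% in size; hits raise eYFP signal because A3G escapes Vif-driven loss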
Target sequence (Q9HC16 whole entry, looked up): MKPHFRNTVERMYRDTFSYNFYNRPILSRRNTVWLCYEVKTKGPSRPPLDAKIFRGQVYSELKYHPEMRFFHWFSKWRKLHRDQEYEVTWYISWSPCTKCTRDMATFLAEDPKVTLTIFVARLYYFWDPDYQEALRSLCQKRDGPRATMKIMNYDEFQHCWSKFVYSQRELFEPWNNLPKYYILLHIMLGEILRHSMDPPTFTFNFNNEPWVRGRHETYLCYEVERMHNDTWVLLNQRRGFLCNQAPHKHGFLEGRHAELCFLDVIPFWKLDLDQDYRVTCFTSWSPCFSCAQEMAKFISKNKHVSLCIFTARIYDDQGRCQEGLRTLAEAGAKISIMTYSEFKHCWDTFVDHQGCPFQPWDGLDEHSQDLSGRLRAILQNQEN
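HeLa cells stably expressing Vif and C-terminally eYFP-tagged A3G, seeded overnight at 37 deg C, then exposed to compound by pintool overnight at 37 deg C. Rise in yellow fluorescence (Ex 488/Em 500-530, Acumen) marks blocked Vif-driven A3G degradation.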
ALOX12 inh = ALOX12 (human) lipoxygenase inhibition; hit rate 1.1% among 580,000; purified 12hLO, xylenol orange hydroperoxide absorbance; Potency, µM (highest dose often 108 µM), for inactives: at the top dose activity change, negative = inhibition, hits mostly inhibitors; P18054; note: potency is the fitted concentration of half-maximal effect; % is set by controls: 0 for no effect and ±100 for the full control effect
Target sequence (P18054 whole entry, looked up): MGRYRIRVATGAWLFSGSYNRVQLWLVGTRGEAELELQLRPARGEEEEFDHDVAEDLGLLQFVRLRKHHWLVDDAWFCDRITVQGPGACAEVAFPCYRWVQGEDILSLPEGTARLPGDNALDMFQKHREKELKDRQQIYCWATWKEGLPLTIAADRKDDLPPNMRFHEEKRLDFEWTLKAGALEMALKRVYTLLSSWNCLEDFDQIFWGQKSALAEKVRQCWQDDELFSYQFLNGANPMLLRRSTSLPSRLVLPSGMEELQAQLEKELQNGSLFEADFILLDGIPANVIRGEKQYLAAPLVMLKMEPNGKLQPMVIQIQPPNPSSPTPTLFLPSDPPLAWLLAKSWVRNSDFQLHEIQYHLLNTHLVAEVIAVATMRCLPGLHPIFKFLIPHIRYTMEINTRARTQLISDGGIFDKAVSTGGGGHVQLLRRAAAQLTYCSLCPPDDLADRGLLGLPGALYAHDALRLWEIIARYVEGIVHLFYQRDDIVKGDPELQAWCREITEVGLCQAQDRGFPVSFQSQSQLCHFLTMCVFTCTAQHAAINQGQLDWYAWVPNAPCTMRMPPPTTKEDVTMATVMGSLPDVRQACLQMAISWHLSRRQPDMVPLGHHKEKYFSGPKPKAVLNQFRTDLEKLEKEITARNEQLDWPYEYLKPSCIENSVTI
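Purified human 12hLO at 150 nM in 25 mM Hepes, 0.01% Triton X-100, pH 7.0, preincubated 15 min at room temperature with compound. Reaction started with 40 uM arachidonic acid, 30 min at room temperature. Hydroperoxide measured by Fe-xylenol orange, 573/405 nm absorbance ratio.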
LDHA inh = LDHA (human) enzyme inhibition | P00338 | purified LDHA, NADH/diaphorase-resazurin fluorescence; hits give low values | activity change, % (values are at about 110 or 230 µM) | hit rate 0.15% among 480,000; in the data active = activity change below about -30%; inconclusive = mostly about -25% to -30%;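 note: plate controls were DMSO wells for no effect and wells without enzyme for full effect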
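Human LDH5 at 2 nM final in Tris HCl pH 7.4 with 0.06 mM NADH and 0.2 mM pyruvate, reacted 5 minutes at room temperature. Remaining NADH coupled via diaphorase/resazurin; resorufin fluorescence read at 0 and 20 minutes, normalized to enzyme-free and DMSO wells.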
GRP78 ERSR act = inducers of ER stress response in human glioma cells; U87-MG GRP78 promoter luciferase reporter, 16 h; Potency, µM, inactives show top-dose activation, most hits filed as activators; hit rate 0.02% among 420,000; AID 602332; note: potency is the fitted concentration of half-maximal effect; series mostly up to about 76 µM; % of control where 0% means no effect; nearly all actives have a fitted effect of over 35% in size
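ERSR induction read as luciferase luminescence (Bright-Glo, 10 min at room temperature) in stably transfected human U87-MG glioma cells exposed to compounds for 16 h, using GRP78 as sensor.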
D2 antagonist = antagonizes the human D2 dopamine receptor; P14416; HEK293 TREx D2 cells, calcium flux, dopamine EC80; inhibition, % at 10 µM; hit rate 2% among 340,000; AID 485344; in the data active = inhibition above about 30%; note: 0% is about no effect
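Calcium flux kinetic readout in an inducible HEK293 TREx D2 line plated overnight at 30 C. After 180 s compound exposure, an EC80 dopamine challenge follows with another 180 s kinetic read to detect antagonism.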
RGS4 inhibitor = human RGS4 inhibition; hit rate 0.039% among 390,000; Transcreener GDP fluorescence polarization, RGS4-accelerated GTP hydrolysis; Potency, µM (doses to about 114 µM), inactives show at the top dose activity change, negative = inhibition, usual class: inhibitors; P49798; note: potency is the fitted concentration of half-maximal effect; % is set by controls: 0 for no effect and ±100 for the full control effect; nearly all actives have a fitted effect of over 75% in size; some results filed as inactive show a strong effect at the top dose
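MLSMR compounds (23 nl, pin-transferred) preincubated 10 min at room temperature with a 500nM (2x) first reagent, then RGS4 at 900nM (2x) plus Transcreener GDP mix added; fluorescence polarization (620/688 nm) read before and after 90 min at 30 °C.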
* = called active by the depositor; u = inconclusive; x = no result given; & = joins results of further samples; [ ] = remark or other dose. Unless noted, calls come from the whole dose curve; as a rule, active = well fitted curve in the direction sought with a large enough effect; inconclusive = small, poorly fitted or top-dose-only effect, or another doubt; inactive = no such curve, though single readings can be large; an effect the other way counts as inactive or inconclusive. Not all compounds are listed; count on the stated rates, not on these rows.

SMILES,ERG Ets-DNA blk,Vif-APOBEC3F blk,D2 agonist,Vif-APOBEC3G blk,ALOX12 inh,LDHA inh,GRP78 ERSR act,D2 antagonist,RGS4 inhibitor
CCOc1ccccc1-c1nc(-c2ccc(NC(=O)Cc3ccccc3OC)cc2)no1,-4%,-2%,x,1%,0%,-10,2%,x,20%
COc1ccc(NC(=O)c2ccc(Br)o2)cc1,-8%,6%,-1.6,3%,8%,0,-4%&-4%,3,-9%
CCOC(=O)c1[nH]c(C)c(CCC(=O)O)c1C,8%&2%,-18%,0.6,0%&0%,-3%&-2%,1&-15,-3%&0%,-15,-3%&11%
CC(C)CN(CC(C)C)c1nc(-c2ccc(Cl)cc2)nc2ccccc12,3%,1%,1.9,-58%,-18%,-5,0%,x,4%
COc1ccc(CCn2c(C)cc(C(=O)COC(=O)c3ccc(O)cc3O)c2C)cc1,x,-2%,x,-2%,-7%,-11,-6%,x,x
O=c1oc(-c2cccs2)nc2ccccc12,1%,-11%,-0.2,-1%,-14%,-8,1%,0,-12%
CC1=C(C(=O)Nc2ccc(Cl)cc2)C(c2ccco2)NC(=O)N1 (configuration not stated),-5%,9%,-1.1,3%,-1%,-3,-2%,-9,-4%
CCN(C(=O)c1ccncc1)c1c(N)n(Cc2ccccc2)c(=O)[nH]c1=O,-6%,-3%,0.1,-3%,9%,-15,-5%,-4,-7%
CN1c2ccc(C=O)c3c(C=O)ccc(c23)N(C)C1(C)C,-5%,18%,7.6,11%,28µM*,32,-13%,-8,-29%
CCOc1cccc(/C(O)=C2/C(=O)C(=O)N(Cc3ccco3)C2c2ccncc2)c1 (configuration not stated),-9%,0%,0.1,5%,-15%,5,-3%,-8,6%
O=C(NCCN=C1NS(=O)(=O)c2ccccc21)c1ccc2nccnc2c1,3%,-2%,-1.6,0%,0%,-8,-4%,-11,22%
CC(C)c1ccc(C(=O)NCc2ccc(Cl)cc2)cc1,2%,-9%,0.7,-1%,u,-8,1%,-15,-8%
COc1ccc(CCNC(=O)c2ccc(Cn3c(=O)c4ccccc4n(Cc4ccc(C)cc4)c3=O)cc2)cc1OC,2%,-4%,0.6,-2%,0%,-10,-3%,x,-14%
O=C(O)C(SC(C(=O)O)c1ccccc1)c1ccccc1 (configuration not stated),x,6%,x,0%,-15%,-10,-3%,x,u
COc1ccc(Br)c(C=O)c1OS(=O)(=O)c1ccc(C)cc1,x,-1%,x,2%,u,-12,-3%,x,x
Cc1ccc(CC(=O)Nc2ccc(Cl)cn2)cc1,8%,5%,-0.8,7%,0%,0,1%,12,9%
CCOP(=O)(OCC)C(NC(=O)Nc1ccccc1)c1ccccc1 (configuration not stated),1%,8%,-2.0,-1%,5%,-1,-1%,7,-9%
O=C(Nc1cccc(F)c1)C1CCCN(S(=O)(=O)c2ccc(-n3cnnn3)cc2)C1 (configuration not stated),-3%,12%,0.5,7%,13%,-5,-3%,21,9%
COc1cc(CNc2ncnc3c2ncn3[C@H]2CN(Cc3cc(OC)c(OC)c(OC)c3)C[C@@H](CO)O2)cc(OC)c1OC,x,x,x,-1%,10%,-7,0%,x,x
CCOC(=O)N1CCN(C(=O)C(NC(=O)C2CCC(C)CC2)C(C)C)CC1 (configuration not stated),-7%,-19%,0.0,0%,0%,-13,-2%,-12,25%
O=C(COC(=O)c1c(Cl)cccc1Cl)NCC1CCCO1 (configuration not stated),7%,0%,x,4%,422%[activator],-5,2%,x,23%
Cc1ccccc1NC(=O)N1CCN(C/C=C/c2ccccc2)CC1,-4%,-6%,-0.7,-1%,0%,3,-5%,2,3%
O=C(O)C(c1ccccc1)C1(O)CCC1 (configuration not stated),6%,-23%,x,2%,-5%,-5,-3%,x,-4%
CC1=Nn2c(nnc2-c2ccccn2)SC1,0%,-5%,1.8,-3%,-45%,4,-2%,8,13%
COc1ccc(OC)c(S(=O)(=O)NCC(c2ccc3c(c2)OCO3)N2CCOCC2)c1 (configuration not stated),104%[activator],6%,-0.2,2%,3%,-10,-1%,-5,1%
N#Cc1cnn(-c2ccccc2)c1N,x,-2%,0.2,-1%,7%,-4,-3%,-5,15%
OCCn1nc(-c2ccccc2)cc1-c1ccccc1,3%,-4%,-0.1,-3%,7%,-1,-4%,-10,-8%
Cc1noc(/C=C/N(C)C)c1S(=O)(=O)N1CCCC(C(=O)Nc2cccc(F)c2)C1 (configuration not stated),1%,1%,1.3,1%,-20%,3,-2%,x,-2%
O=C(CSc1ccc(-c2ccccn2)nn1)c1ccc(F)cc1,5%,21%,-0.6,0%,1%,0,-3%,-5,-15%
Cc1ccccc1Cn1c(C)c(CNCCCc2ccccc2)c(C(=O)O)c1C,2%,4%,-0.5,-3%,-14%,2,0%,x,4%
CCOC(=O)CNC(=O)c1ccc(Br)s1,0%,5%,-0.4,4%,-7%,0,3%,-1,-12%
O=C(CSc1nc(-c2ccco2)cc(C(F)(F)F)n1)Nc1ccccc1C(F)(F)F,x,-5%,1.1,-20%,u,-9,-5%,-2,-18%
CN(Cc1ccccn1)C(=O)C1CCC(=O)N(CCc2ccc(Cl)cc2)C1 (configuration not stated),-2%,7%,0.2,3%,-2%,-2,-7%,-15,7%[56.9 µM]
Cc1ccc(NN=C2C(=O)OC(C)(C)OC2=O)c(C)c1,3%,-1%,0.4,-6%,-25%,3,4%,-14,-11%
CCOC(=O)C1=C(CS(=O)(=O)c2ccc(OC)c(Cl)c2)NC(=O)NC1c1cccc(OC)c1 (configuration not stated),-5%,-2%,0.3,1%,-2%,-3,-3%,x,17%
Brc1ccccc1-n1nnc(-c2ccnc3ccccc23)n1,-5%,1%,-0.3,-6%,u,-11,-2%,19,u
CC(C)CN(CCCNC(=O)c1cc(-c2ccc(Br)s2)nc2ccccc12)CC(C)C,2%,-7%,-1.0,-3%,-3%,-3,-3%,x,-3%
Cc1ccccc1NC(=O)Cc1cccs1,-5%,-3%,0.7,-3%,-6%,-2,-4%,-3,-26%
N#Cc1cc(Oc2cccnc2)c(Oc2cccnc2)cc1C#N,-6%,-4%,2.2,0%,-7%,-3,0%,0,-28%
COC(=O)c1c(C)nc2ccccc2c1C(=O)O,-14%,1%,-1.6,0%,-5%,-8,-2%,8,8%
Cc1ccc2c(c1)-c1nc(-c3ccc4c(c3)NC(=O)CO4)cc(-c3ccc(Cl)cc3)c1CO2,0%,-9%,0.1,3%,0%,-3,0%,x,-5%
CCCCN(C)Cc1c(C)[nH]c2ccccc2c1=O,-7%,1%,0.5,-20%,-4%,1,-2%,13,10%
Cc1cc(C)n(-c2nnc3c4ccccc4n(C)c3n2)n1,10%,0%,0.3,0%,u,-3,-5%,-2,20%
O=C(c1ccc(C(F)(F)F)cc1)N1CCN(c2ccc(N3CCOCC3)nn2)CC1,x,0%,0.9,1%,-17%,-2,-2%,-15,-23%
CC(C(=O)O)n1ncc2ccccc2c1=O (configuration not stated),-2%,2%,1.6,-1%,16%,-6,16%,-5,-10%[11.4 µM]
S=C(NCCCN1CCOCC1)Nc1cccc(-c2nnc3n2CCCCC3)c1,-1%,-5%,-0.1,-2%,-7%,-10,-1%,-2,-15%
COc1ccc(C2=NCCn3nc4ccccc4c32)cc1,1%,9%,-1.3,-3%,-15%,-1,3%,0,9%
COc1ccc(-c2noc(CNS(=O)(=O)c3ccc(NC(C)=O)cc3)n2)cc1OC,-7%,2%,0.5,3%,3%,-5,1%,-10,5%[56.9 µM]
COc1ccc(NC(=O)Cc2ccsc2)cc1S(=O)(=O)N1CCCCC1,9%,0%,0.3,-2%,-8%,4,-2%,-34,0%
COC(=O)c1ccc(NC(=O)CN2CCCC2)cc1,4%,-13%,3.1,2%,-20%,2,1%,3,1%
Cc1cccc(-c2nc3c(c(SCC(=O)N4CCOCC4)n2)Cc2c(CO)cnc(C)c2O3)c1,-10%,0%,-1.4,-4%,x,1,-6%,-7,u
CC1(C)Cc2cccc(OCC(=O)OCc3nnc(-c4ccc([N+](=O)[O-])cc4)o3)c2O1,0%,-7%,0.3,-13%,-4%,-4,-3%,8,33%
C=CCSc1nnc(-c2nnc(SCC=C)n2CC)n1CC,-2%,-8%,x,2%,0%[57.4 µM],-3,-1%,x,-15%
CN(c1ccc(F)cc1)S(=O)(=O)c1ccc(Cl)c(C(=O)NCC(c2ccco2)N2CCCCC2)c1 (configuration not stated),10%,7%,x,0%,0.79µM*,-4,-3%,x,7%
Cc1ccc(CN2CCN(/N=C/c3ccc(O)c(O)c3)CC2)cc1,-6%,-2%,0.9,-9%,u,14,4%,8,-33%
CCNC(=O)C1(C)CCCN(C(=O)c2nc(C)oc2C)C1 (configuration not stated),x,x,x,1%,2%,-3,-2%,x,x
Cc1onc(NC(=O)CSCC(=O)O)c1Br,-3%,5%,-0.1,0%,u,-5,-3%,-1,24%
COc1cccc(CNS(=O)(=O)c2ccc3c(c2)N(C)CCO3)c1,-2%,-1%,0.0,1%,-11%,2,-1%,39*,-23%
CCc1nnc(NS(=O)(=O)c2ccc(N=Cc3c(C)[nH]n(-c4ccc(C)c(C)c4)c3=O)cc2)s1,-2%,15%,-0.1,1%,-11%,-5,-3%,-17,2%
